MsrA inhibitor – inhibits bovine methionine sulfoxide reductase A; purified bovine MsrA, absorbance read-out; actives 0.75% (n = 360,000); inhibition, % at 15.5 µM; AID 651718; in the data active = inhibition above about 4.5%;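 also: 0% = vehicle wells with enzyme and 100% = reference inhibitor wells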
Rpn11 inh – Rpn11 (human) deubiquitinase inhibition | O00487 | calls only at 20 µM | human 26S proteasome, Ub4-pepOG fluorescence polarization; 20S core pre-blocked with epoxomicin | AID 588493 | actives 0.59% (n = 360,000);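 active = inhibition at 20 µM, scaled to each plate's controls, above about 33%, limit read from the data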
Target sequence (O00487 whole entry, looked up): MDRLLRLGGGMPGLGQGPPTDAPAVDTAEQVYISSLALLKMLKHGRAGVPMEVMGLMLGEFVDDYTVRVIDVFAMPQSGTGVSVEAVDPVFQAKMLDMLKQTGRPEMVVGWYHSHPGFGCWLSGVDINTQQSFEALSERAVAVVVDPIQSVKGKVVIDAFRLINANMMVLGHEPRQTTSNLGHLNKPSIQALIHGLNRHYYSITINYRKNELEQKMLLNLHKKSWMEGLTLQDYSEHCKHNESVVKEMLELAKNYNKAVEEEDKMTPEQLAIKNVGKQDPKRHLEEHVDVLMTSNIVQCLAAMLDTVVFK
PABP1 MLLE inh – blocks PAM2 peptide binding to the PABP1 MLLE domain; P11940; GST-MLLE / FITC-PAM2 fluorescence polarization; inhibition, % at 20 µM; actives 0.36% (n = 360,000); AID 588489; in the data active = inhibition above about 35%, passing the limit was not always enough;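 also: plate controls were DMSO wells with GST-MLLE for no effect and wells lacking GST-MLLE protein for full effect; some results filed as inactive read as strong as hits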
Target sequence (P11940 whole entry, looked up, the tested form may be a part): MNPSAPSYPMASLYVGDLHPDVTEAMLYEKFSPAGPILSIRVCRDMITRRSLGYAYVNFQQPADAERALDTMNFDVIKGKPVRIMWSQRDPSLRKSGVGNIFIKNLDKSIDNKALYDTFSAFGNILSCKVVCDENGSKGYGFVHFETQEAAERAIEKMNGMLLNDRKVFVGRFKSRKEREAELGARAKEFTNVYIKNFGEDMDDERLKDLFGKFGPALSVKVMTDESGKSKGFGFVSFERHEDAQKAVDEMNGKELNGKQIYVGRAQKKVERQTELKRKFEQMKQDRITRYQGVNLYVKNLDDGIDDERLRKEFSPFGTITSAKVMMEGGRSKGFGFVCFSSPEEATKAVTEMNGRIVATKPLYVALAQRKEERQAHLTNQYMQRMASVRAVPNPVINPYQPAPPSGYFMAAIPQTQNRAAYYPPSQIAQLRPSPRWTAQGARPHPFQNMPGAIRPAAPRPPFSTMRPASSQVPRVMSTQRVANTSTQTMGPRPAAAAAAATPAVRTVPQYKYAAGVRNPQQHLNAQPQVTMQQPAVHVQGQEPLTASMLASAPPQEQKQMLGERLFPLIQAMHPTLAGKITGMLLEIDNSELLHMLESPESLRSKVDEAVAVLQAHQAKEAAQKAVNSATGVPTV
FAS TE block – inhibitors of human fatty acid synthase thioesterase domain. recombinant FAS-TE, OMFH fluorogenic substrate, fluorescence endpoint. inhibition, % at 15 µM. actives 0.67% (n = 360,000). AID 602261;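 active = compounds whose normalised, plate-corrected inhibition of enzyme fluorescence in the single-dose primary screen is 50% or more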;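 also: 0% = DMSO with enzyme and 100% = substrate without enzyme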
CSN deneddyl inh – inhibitors of human CSN-mediated cullin deneddylation; Q92905; Purified CSN, SCF-Nedd8-OG deneddylation, fluorescence polarization; inhibition, % at 12.5 µM; actives 0.38% (n = 360,000); AID 651999;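 active = pattern-corrected inhibition above about 35%, with an unprinted fluorescence ratio check between 0.5 and 1.5, limit read from the data, passing the limit was not always enough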;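 also: 0% = enzyme with substrate and 100% = substrate without enzyme; some results filed as inactive read as strong as hits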
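Assay system: HEK293T-derived human Csn5 enzyme; quantity: 0.24 nM enzyme; medium: Tris/NaCl/DTT buffer, pH 7.5; also added: substrate SCFSkp2-Nedd8OG, 10 nM; doses: 12.5 µM compound; schedule: 90 min reaction at room temperature; signal: FP; read-out: % inhibition of substrate cleavage by Csn5; benchmarks: substrate-only high control, full reaction low control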
eLon inh – E. coli protease La inhibition. P0A9M0. purified E. coli Lon protease, fluorescence polarization. inhibition, % at 7.94 µM. actives 0.42% (n = 360,000); in the data active = inhibition above about 13%, passing the limit was not always enough;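 also: 0% = enzyme with probe and DMSO and 100% = no enzyme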
MT1-MMP act inh – inhibitors of human MT1-MMP activation. P50281. HT1080 RFP-PRO-GFP cells, GFP/RFP ratio fluorescence, overnight; percent of plate control window, DMSO zero. GFP/RFP ratio change, % at 20 µM. actives 0.061% (n = 360,000);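 active = GFP/RFP ratio change of at least 30% with cell ATP level not reduced by more than half and red fluorescence within 50% of control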; also: strong numbers were not always called active
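Assay system: HT1080 cells carrying an RFP-PRO-GFP reporter | Dosing: Single dose of 20 µM compound, 1% DMSO final | Incubation: Cells overnight before dosing, compound overnight, 37 °C, 5% CO2 | Evaluation: GFP/RFP fluorescence ratio | Control set: DMSO and RFP-L50D-GFP cell wells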
bovine MsrA act – bovine methionine sulfoxide reductase A activation; purified bovine MsrA, absorbance read-out; activation, % at 10.6 µM; actives 0.3% (n = 360,000); AID 602163; in the data active = activation above about 7.5%;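 also: 0% = vehicle and 100% = reference activator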
Rin1 Abl inh – blocks binding of human Rin1 to Abl; AID 588664; actives 0.4% (n = 360,000); TR-FRET Rin1/Abl binding, biochemical; P00519+Q13671; inhibition, % at 7.35 µM; in the data active = inhibition above about 5%, passing the limit was not always enough
* marks the source's active call; other numbers are inactive results; i = inactive; nt = no result given; & = joins results of further samples.

SMILES | MsrA inhibitor | Rpn11 inh | PABP1 MLLE inh | FAS TE block | CSN deneddyl inh | eLon inh | MT1-MMP act inh | bovine MsrA act | Rin1 Abl inh
COc1ccc(N2CCCCn3c2nc2c3c(=O)[nH]c(=O)n2C)cc1 | 0.0 | i | 2 | -6 | -3 | -1 | -2 | -1 | 1
O=C(NCc1ccccc1Cl)C1(S(=O)(=O)c2ccc(Cl)cc2)CC1 | 1.2 | i | 6 | 3 | 0 | 7 | -2 | -5 | 2
COc1ccc(C(=O)CSc2nn3c(=O)c(C(C)(C)C)nnc3s2)cc1 | 1.0 | i | -6 | 1 | -4 | -2 | -20 | -2 | 0
N#CC1=C(SCC(=O)NC23CC4CC(CC(C4)C2)C3)NC(=O)C(C#N)C12CCCCC2 (configuration not stated) | 0.3 | i | 24 | 35 | 5 | 6 | 4 | -7 | 3
CN(C)c1oc(-c2ccc(OCc3ccc(Cl)cc3)cc2)nc1C#N | 0.7 | i | -18 | 2 | 0 | 1 | 5 | -2 | -3
O=C(N1CCOCC1)N1CCN(C(=O)N(c2ccccc2)c2ccccc2)CC1 | 2.4 | i | -12 | -5 | -3 | 3 | 1 | 7.9* | 3
Cc1nn(-c2ccccc2)c(Cl)c1C(=O)NCC1CCCO1 (configuration not stated) | -0.5 | i | 8 | -4 | -2 | 0 | -1 | -6 | -2
Cc1cccc(CNc2ncnc3[nH]ncc23)c1 | -0.3 | i | 1 | 0 | 0 | -3 | 0 | -2 | -1
COc1ccc(CNC(=O)/C=C/c2ccc(OCCCF)cc2)cc1 | 0.9 | i | 7 | 2 | 2 | -11 | 2 | -5 | 3
O=C(COc1ccccc1Cl)NCCCNC(=O)c1ccccn1 | -0.6 | i | -8 | -7 | 0 | -12 | 0 | -1 | 1
COc1cc2cc(OC(C)=O)c3cc4c(cc3c2c(OC)c1OC)OCO4 | -1.1 | nt | nt | -4 | -5 | -1 | 7 | -5 | nt
C/C(=N\OCC(=O)O)c1ccc(Cl)cc1 | -1.1 | i | -4 | -5 | 5 | 1 | -1 | -4 | -1
CCc1ccc(C2C(C#N)=C(N)OC3=C2C(=O)CCC3)s1 (configuration not stated) | 1.2 | i | 13 | -4 | 1 | -4 | -9 | -5 | 4
CCOC(=O)C1(CCCc2ccccc2)CCN(C(=O)Cc2nonc2C)CC1 | 0.0 | i | -2 | 12 | 3 | 2 | -6 | -4 | 1
CCOc1ccc(/C=N/NC(=O)Cn2ccnc2C)cc1 | -1.8 | i | 6 | -4 | 0 | -9 | 1 | -2 | 1
CC1(C)CC(=O)C=C(NCC2CCCO2)C1 (configuration not stated) | -0.7 | i | -2 | -11 | 5 | -6 | 13 | -2 | 5
Cc1nn(-c2ccc(F)cc2)c(Cl)c1/C=N/NC(=O)c1cccc(S(=O)(=O)N2CCCC2)c1 | -1.2 | i | 3 | -7 | 5 | -2 | -1 | -3 | 1
COC(=O)c1ccc2nc(NC(=O)C3CCCCC3)sc2c1 | -0.1 | i | 5 | -4 | -1 | -4 | 7 | -2 | 1
CCOc1ccc(C(=O)NCC(=O)OCc2nnc(-c3ccccc3)o2)cc1OCC | 0.1 | i | -12 | -5 | 1 | 5 | 2 | -1 | 0
Cc1ccc(C)c(NC(=O)Cn2nnc(C(=O)NCc3ccco3)c2N)c1 | -1.4 | i | 6 | -6 | 5 | 1 | -8 | -2 | -4
CCOc1ccc(NC(=O)CN(C)C(=O)CCNC(=O)c2ccco2)cc1OCC | -1.7 | i | -1 | -10 | -4 | 2 | -4 | -3 | 4
NC(N)=N/N=C/c1ccc(Cl)cc1Cl | -0.1 | i | -7 | -11 | 2 | 1 | 1 | -3 | -4
CCCCNCCOCCOc1ccc(C)cc1Br | 0.0 | i | -8 | -11 | -3 | 7 | 1 | 4 | 3
COc1ccc(-n2nnnc2SCC(=O)N(C)C2CCS(=O)(=O)C2)cc1 (configuration not stated) | -0.1 | i | -10 | -9 | -3 | -4 | 1 | -2 | 0
COc1ccc(S(=O)(=O)N2CCOCC2)cc1NC(=O)Cc1coc2cc(C)ccc12 | -0.4 | i | -14 | 17 | -1 | -2 | -2 | -2 | -1
Brc1ccc(OCc2nnnn2-c2ccccc2)cc1 | 0.4 | i | -1 | 16 | 5 | 2 | 2 | -1 | 0
COc1ccc(C(=O)NC(=S)Nc2cc(C)ccn2)cc1[N+](=O)[O-] | 1.2 | i | 19 | -10 | -6 | -6 | 0 | -1 | 0
Nc1nc(NCc2ccco2)nc(Nc2ccc(F)cc2)c1[N+](=O)[O-] | -0.3 | i | 4 | 6 | 106 | 7 | 4 | -2 | 1
COc1ccc(NC(=O)C2CCCC2)cc1S(=O)(=O)N1CCOCC1 | 0.5 | i | 2 | -3 | 5 | -7 | -1 | -3 | -1
COc1ccc(CCNC(=O)COc2ccc(-c3ccccc3)cc2)cc1OC | -0.1 | i | 9 | -1 | -6 | 0 | -1 | -4 | 2
CC(=O)Nc1ccc(S(=O)(=O)Nc2ccc(S(=O)(=O)Nc3nccs3)cc2)cc1 | -0.8 | i | 14 | -4 | 3 | -3 | 2 | -1 | -3
CCCn1c(=O)c(Br)cn(-c2ccccc2C)c1=O | -0.5 | i | 15 | -5 | 2 | -9 | 1 | -4 | -3
Cc1cccc(C)c1NC(=S)NC(C)(C)CO | -1.1 | i | -43 | -6 | -2 | 0 | 2 | -2 | 2
CC1CCN(C(=O)NC(=O)c2ccc(Cl)cc2)CC1 | -1.3 | i | 0 | -3 | 1 | 9 | 1 | -4 | 5
O=C(CSc1nnc(CCCO)n1-c1ccccc1)Nc1nccs1 | 0.6 | i | 14 | -7 | 3 | -4 | -3 | -3 | 0
COc1ccc(C(C)=NNC(=O)c2cccc(S(=O)(=O)N3CCCC3)c2)cc1 | 0.2 | i | 11 | 3 | 2 | 0 | 1 | -3 | 5
O=C(COc1ccc(Cl)cc1Cl)N1CCNC1=O | 0.0 | i | 7 | -2 | -3 | 1 | -2 | -7 | 5
COCCCNC(=S)NNC(=O)c1ccoc1C | -0.5 | i | -12 | -14 | 0 | 1 | 1 | -4 | -1
CCOC(=O)C(=Cc1ccc(Br)cc1)C(=O)OCC | -0.2 | i | 5 | 0 | 3 | -8 | -4 | -4 | 1
C1=Nc2ccccc2CN1c1ccccc1 | -0.2 | i | 4 | -13 | 1 | -2 | 6 | -4 | -2
COc1cc(CN2CCCC(N3CCc4ccccc4C3)C2)c(Cl)cc1O (configuration not stated) | -0.7 | i | -5 | -3 | -2 | 0 | -5 | -2 | 1
O=C(CSc1ccccn1)N1CCCC(Nc2ccccc2)C1 (configuration not stated) | -1.1 | i | 11 | -6 | -3 | -8 | -4 | -1 | 1
CCc1ccc(NC(=O)COc2ccc(/C=C(/C#N)c3nc4ccccc4[nH]3)cc2OC)cc1 | 2.1 | i | 4 | -6 | 2 | -9 | -4 | -12 | -2
Cc1ccc(-c2cnc(NC(=O)CCC(=O)N3CCCCC3)n2C)cc1 | -0.6 | i | 0 | -4 | 2 | -6 | -1 | -5 | 0
COc1cnc(-c2ccccn2)nc1Oc1cccc(C(F)(F)F)c1 | -0.2 | i | -2 | 5 | 4 | -5 | -1 | -2 | 1
O=C(NNC(=O)C1CC1)c1cc(Br)c(Br)s1 | 0.8 | i | -4 | 3 | -2 | -7 | -3 | -2 | 1
CCOc1ccc(-c2cc(C(=O)N3CCN(C)CC3)c3ccccc3n2)cc1 | 3.3 | i | 0 | -3 | -2 | 2 | -1 | -2 | -3
O=C(NCCCc1ccccc1)c1cccc(NC(=O)C2CCCCC2)c1 | -1.4 | i | -2 | 10 | 1 | -6 | 6 | -13 | 4
Cc1ccc(NC(=O)C2CCCN(S(=O)(=O)c3cnc[nH]3)C2)cc1F (configuration not stated) | -0.6 | i | 0 | -12 | -4 | -1 | -2 | -3 | -3
COC(=O)C(C#N)c1nc2ccccc2nc1N1CCCC1 (configuration not stated) | 0.3 | i | -1 | 6 | 5 | -20 | -3 | -13 | -3

Going on with the list:
SMILES | MsrA inhibitor | Rpn11 inh | PABP1 MLLE inh | FAS TE block | CSN deneddyl inh | eLon inh | MT1-MMP act inh | bovine MsrA act | Rin1 Abl inh
Cc1cn(-c2cc(C(=O)Nc3ccc(C)c(NC(=O)C(=O)c4c[nH]c5ccccc45)c3)cc(C(F)(F)F)c2)cn1 | 1.1&1.8 | i | -10&12 | 5&4 | 3&3 | 1&1 | -1&-1 | -1&-4 | 1&2
CCc1ccc(CNC(=O)C2CC(=O)N(C3CCCC3)C2)cc1 (configuration not stated) | -1.2 | i | 3 | -5 | -3 | 5 | -2 | -3 | 2
O=c1c2cc([N+](=O)[O-])ccc2sn1-c1ccccc1 | 3.4 | i | 37 | 18 | 5 | -4 | 5 | 9.8* | -1
CCN(CC)C(=O)Cn1cc(S(=O)(=O)CC(=O)NC2CCCCC2)c2ccccc21 | 0.9 | i | -3 | -4 | 2 | -11 | -4 | 0 | -1
CCOC(=O)c1c(SC)nc(SC)c2c1CCC2 | -0.6 | i | -8 | 8 | -1 | -4 | 2 | 2 | 3
Cc1ccc(C(=O)NC2CCCCCCC2)cc1S(=O)(=O)N1CCOCC1 | 2.4 | i | 11 | 5 | 5 | 0 | 1 | -4 | 1
O=C(COC(=O)C1(c2ccc(Cl)cc2)CCCC1)Nc1ncc(C(F)(F)F)cc1Cl | -0.2 | i | 7 | 31 | 0 | -3 | -2 | 8.8* | 2
COc1ccc(Br)cc1C(=O)Nc1ccc(C(=O)NCC(C)C)cc1 | -0.7 | i | -2 | 9 | 4 | 2 | 0 | 0 | 1

Only PABP1 MLLE inh (2 entries from above):
| canonical_smiles | PABP1 MLLE inh |
| --- | --- |
| CCN(CC)C(=O)Cn1cc(S(=O)(=O)CC(=O)NC2CCCCC2)c2ccccc21 | -3 |
| Cc1cn(-c2cc(C(=O)Nc3ccc(C)c(NC(=O)C(=O)c4c[nH]c5ccccc45)c3)cc(C(F)(F)F)c2)cn1 | -10&12 |

Of the compounds above, these contain fluorine.
SMILES | MsrA inhibitor | Rpn11 inh | PABP1 MLLE inh | FAS TE block | CSN deneddyl inh | eLon inh | MT1-MMP act inh | bovine MsrA act | Rin1 Abl inh
COc1ccc(CNC(=O)/C=C/c2ccc(OCCCF)cc2)cc1 | 0.9 | i | 7 | 2 | 2 | -11 | 2 | -5 | 3
Cc1nn(-c2ccc(F)cc2)c(Cl)c1/C=N/NC(=O)c1cccc(S(=O)(=O)N2CCCC2)c1 | -1.2 | i | 3 | -7 | 5 | -2 | -1 | -3 | 1
Nc1nc(NCc2ccco2)nc(Nc2ccc(F)cc2)c1[N+](=O)[O-] | -0.3 | i | 4 | 6 | 106 | 7 | 4 | -2 | 1
COc1cnc(-c2ccccn2)nc1Oc1cccc(C(F)(F)F)c1 | -0.2 | i | -2 | 5 | 4 | -5 | -1 | -2 | 1
Cc1ccc(NC(=O)C2CCCN(S(=O)(=O)c3cnc[nH]3)C2)cc1F (configuration not stated) | -0.6 | i | 0 | -12 | -4 | -1 | -2 | -3 | -3
Cc1cn(-c2cc(C(=O)Nc3ccc(C)c(NC(=O)C(=O)c4c[nH]c5ccccc45)c3)cc(C(F)(F)F)c2)cn1 | 1.1&1.8 | i | -10&12 | 5&4 | 3&3 | 1&1 | -1&-1 | -1&-4 | 1&2
O=C(COC(=O)C1(c2ccc(Cl)cc2)CCCC1)Nc1ncc(C(F)(F)F)cc1Cl | -0.2 | i | 7 | 31 | 0 | -3 | -2 | 8.8* | 2

From PubChem BioAssay
